TrxR1 inh: qHTS Assay for Inhibitors of Mammalian Selenoprotein Thioredoxin Reductase 1 (TrxR1): qHTS | recombinant rTrxR1, NADPH fluorescence consumption, selenite substrate | hit rate 1% among 390,000 | Thioredoxin reductase 1, cytoplasmic (Rattus norvegicus), O89049 | Potency, µM (series often up to 114 µM), inactives show at the highest dose activity change, negative = inhibition, most hits filed as inhibitors; note: potency is the fitted concentration of half-maximal effect; % is set by controls: 0 for no effect and ±100 for the full control effect; nearly all actives have a fitted effect of over 65% in size
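Rat TrxR1 (90 nM in the dispensed reagent) was pre-reduced with 400 uM NADPH for 5 min at room temperature, then incubated with compound for 15 min. After 400 uM selenite was added, NADPH fluorescence (Ex 340/Em 450 nm) was followed for 8 min.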
USP1-UAF1 inh: Inhibitors of USP1/UAF1: Primary Screen | Ubiquitin carboxyl-terminal hydrolase 1 (Homo sapiens), O94782 | AID 743255, 2014 | hit rate 0.23% among 390,000 | Potency, µM (titrated, usually from 57.1 µM), for inactives: at the highest dose activity change, negative = inhibition, actives largely listed as inhibitors | recombinant USP1/UAF1, Ub-Rhodamine cleavage fluorescence; note: potency is the fitted concentration of half-maximal effect; % is set by controls: 0 for no effect and ±100 for the full control effect; nearly all actives have a fitted effect of over 60% in size; inactives centre near -12
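Step one: compound is pinned into 1nM USP1/UAF1 in HEPES pH 7.8 buffer with TCEP. Step two: 15 min room-temperature incubation. Step three: Ub-Rho (150nM final) starts cleavage, tracked by fluorescence over six one-minute reads.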
Tb PGK inh: qHTS Assay to Find Inhibitors of Phosphoglycerate Kinase. Phosphoglycerate kinase, glycosomal (Trypanosoma brucei brucei), P07378. PGK/GAPDH coupled, Kinase-Glo luminescence, 60 min. Potency, µM (top dose mostly 57.5 µM), without a hit: at the top dose activity change, negative = inhibition, most hits filed as inhibitors. hit rate 0.043% among 380,000. AID 602233, 2012; note: potency is the fitted concentration of half-maximal effect; % is set by controls: 0 for no effect and ±100 for the full control effect; nearly all actives have a fitted effect of over 60% in size
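Luminescent ATP detection (Kinase-Glo Plus) follows a 60-minute room-temperature incubation, with wells lacking PGK as controls. Buffer: 100 mM TEA (pH 7.6), 5 mM MgCl2, 0.01% Tween-20. Coupling enzyme GAPDH (100 nM final) supplies unstable 1,3-BPG in-well.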
PI4K2A inh: qHTS for small molecular inhibitors of PI4K2A. Phosphatidylinositol 4-kinase type 2-alpha (Homo sapiens), Q9BTU6. purified PI4K2A, ADP-Glo luminescence, 1 h; stronger effect = lower value. activity change, negative = inhibition, % at 76.9 µM. hit rate 0.13% among 420,000; in the data active = activity change below about -50%; inconclusive = mostly about -30% to -49%;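 note: -100% = wells without enzyme as full effect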
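In this quantitative HTS, ADP production by PI4K2A was quantified luminescently after 1 h at ambient temperature; 100 microM adenosine served as plate-quality control.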
Pin1 inh: qHTS Assay to Find Inhibitors of Pin1; Pin1 FP peptide displacement, HiFluor488, 10 min; Potency, µM (highest dose often 115 µM), without a hit: top-dose activity, negative = inhibition, usual class: inhibitors; hit rate 0.009% among 390,000; AID 504891, 2011; active = well fitted inhibition curve with a large enough effect in the polarisation, with a control signal flat, not every such curve was filed as active; inconclusive = small, poorly fitted or top-dose-only effect, or effect the other way, or a change in a side signal; inactive = no such curve, though single readings can be large or run the other way; the % refers to the polarisation; note: potency is the fitted concentration of half-maximal effect; % is set by controls: 0 for no effect and ±100 for the full control effect
Target sequence (Q13526 whole entry, looked up): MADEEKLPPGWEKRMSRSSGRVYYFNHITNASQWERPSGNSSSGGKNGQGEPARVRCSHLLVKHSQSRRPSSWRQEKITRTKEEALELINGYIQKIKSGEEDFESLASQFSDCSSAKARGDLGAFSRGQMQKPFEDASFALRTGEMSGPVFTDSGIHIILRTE
HP1b chromo inh: HTS for Inhibitors of HP1-beta Chromodomain Interactions with Methylated Histone Tails. Chromobox protein homolog 1 (Homo sapiens), P83916. AlphaScreen HP1-beta / biotin-H3K9me3 peptide binding. Potency, µM (series often up to 114 µM), without a hit: at the top dose activity change, negative = inhibition, usual class: inhibitors. hit rate 0.56% among 390,000; note: potency is the fitted concentration of half-maximal effect; nearly all actives have a fitted effect of over 70% in size; inactives centre near 23
Target sequence (P83916 whole entry, looked up): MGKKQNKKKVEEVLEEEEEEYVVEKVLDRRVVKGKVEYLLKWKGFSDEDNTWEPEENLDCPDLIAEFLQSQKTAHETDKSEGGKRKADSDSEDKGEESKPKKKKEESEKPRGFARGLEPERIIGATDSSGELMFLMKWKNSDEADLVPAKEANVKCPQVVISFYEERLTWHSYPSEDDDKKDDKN
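AlphaScreen: HP1-beta (50 nM) preformed 30 min with biotin-H3(1-18)K9me3 peptide (50 nM) in PBS pH 7.4, 0.01% Tween-20. Compound added for 30 min at RT, then streptavidin donor/nickel chelate acceptor beads (10 ug/mL) for 30 min.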
GLS inhibitor: qHTS for Inhibitors of Glutaminase (GLS); GLS enzymatic activity, qHTS titration; Potency, µM (titrated, usually from 45.5 µM), inactives show at the highest dose activity change, negative = inhibition, hits mostly inhibitors; Glutaminase kidney isoform, mitochondrial (Homo sapiens), O94925; hit rate 0.21% among 410,000; AID 624170, 2012; note: potency is the fitted concentration of half-maximal effect; % is set by controls: 0 for no effect and ±100 for the full control effect
Target sequence (O94925 whole entry, looked up, canonical isoform): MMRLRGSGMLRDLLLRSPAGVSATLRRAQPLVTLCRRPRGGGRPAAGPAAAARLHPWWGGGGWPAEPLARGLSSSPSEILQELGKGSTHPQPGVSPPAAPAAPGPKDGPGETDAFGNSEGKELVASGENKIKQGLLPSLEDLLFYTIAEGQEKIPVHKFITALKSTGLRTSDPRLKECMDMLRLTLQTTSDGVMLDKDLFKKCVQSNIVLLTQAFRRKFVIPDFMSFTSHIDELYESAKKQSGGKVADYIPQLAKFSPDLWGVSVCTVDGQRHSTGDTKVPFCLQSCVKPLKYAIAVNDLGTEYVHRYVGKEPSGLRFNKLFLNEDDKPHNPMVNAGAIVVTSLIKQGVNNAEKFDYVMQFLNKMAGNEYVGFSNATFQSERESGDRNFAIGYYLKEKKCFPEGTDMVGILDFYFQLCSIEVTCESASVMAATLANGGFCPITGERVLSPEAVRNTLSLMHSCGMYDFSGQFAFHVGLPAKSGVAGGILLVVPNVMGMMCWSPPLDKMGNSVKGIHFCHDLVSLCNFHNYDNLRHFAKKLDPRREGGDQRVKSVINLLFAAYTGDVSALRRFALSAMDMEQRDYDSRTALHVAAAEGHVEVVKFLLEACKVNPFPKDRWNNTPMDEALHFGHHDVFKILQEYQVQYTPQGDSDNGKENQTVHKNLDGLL
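Coupled fluorescence readout: glutamate oxidase/HRP/Amplex Red detect glutamate formed by hKGA from L-glutamine (1 mM solution added). Buffer 45 mM KH2PO4 pH 8.2, 0.02% Tween-20; reads at t0 and 30 min RT.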
TrxR1 substrate: qHTS Assay for Substrates of Mammalian Selenoprotein Thioredoxin Reductase 1 (TrxR1): qHTS; purified TrxR1 substrate turnover, NADPH consumption readout; Potency, µM (top dose mostly 114 µM), for inactives: at the highest dose activity change, negative = substrate turnover; hit rate 0.01% among 390,000; AID 588456, 2011; note: potency is the fitted concentration of half-maximal effect; % is set by controls: 0 for no effect and ±100 for the full control effect; nearly all actives have a fitted effect of over 50% in size
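Rat TrxR1, dispensed at 90 nM, was prereduced with 400 uM NADPH (final) for 5 min at ~22 deg C, then incubated with compound 15 min before 400 uM selenite. A first-read NADPH fluorescence drop versus no-compound background flagged substrates.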
mIDH1 inhibitor: qHTS for Inhibitors of mutant isocitrate dehydrogenase 1 (IDH1): qHTS; Isocitrate dehydrogenase [NADP] cytoplasmic (Homo sapiens), O75874; Potency, µM (doses to about 76.6 µM), for the others: top-dose activity change, negative = inhibition, actives largely listed as inhibitors; IDH1-R132H enzyme, NADPH consumption, diaphorase/resazurin fluorescence; hit rate 0.093% among 390,000; AID 602179, 2012; note: potency is the fitted concentration of half-maximal effect; % is set by controls: 0 for no effect and ±100 for the full control effect; nearly all actives have a fitted effect of over 65% in size
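IDH1-R132H (0.5 ug/mL dispensed) in pH 7.5 Tris buffer was preincubated 30 min with compound, then given a substrate mix of 0.016 mM NADPH and 2 mM alpha-KG for 80 min at room temperature; remaining NADPH was read by diaphorase/resazurin fluorescence.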
Starred values were filed as active, the others as inactive; i = inactive; ? = inconclusive; / = no result given; & = joins results of further samples; [ ] = remark or other dose. Unless noted, calls come from the whole dose curve; as a rule, active = well fitted curve in the direction sought with a large enough effect; inconclusive = small, poorly fitted or top-dose-only effect, or another doubt; inactive = no such curve, though single readings can be large; an effect the other way counts as inactive or inconclusive.

TrxR1 inh	USP1-UAF1 inh	Tb PGK inh	PI4K2A inh	Pin1 inh	HP1b chromo inh	GLS inhibitor	TrxR1 substrate	mIDH1 inhibitor	structure
22%	-19%	/	1	2%	-3%	-2%	-2%	/	CC(=O)c1cccc(NC(=O)CSc2nc3c(c(=O)[nH]2)CCC3)c1
10%	-18%	i	-1	-2%	26%	15%	-1%	1%	Cc1cc(C(=O)N/N=C/c2c[nH]c3ccccc23)cs1
23%	-12%	-1%	-4	-4%	18%[57 µM]	2%	0%	-3%	CCS(=O)(=O)N1CCN=C1SCc1ccccc1
3%	?	-1%	0	9%	23%	2%	8%	4%	CCOc1ccc(C(=O)Nc2ccncc2)cc1
25%[57.1 µM]	-17%	-7%	4	-4%	9%	3%	12%[0.0914 µM]	-3%	O=C(N/N=C/c1cccc(OC(=O)c2ccc([N+](=O)[O-])cc2)c1)c1cccnc1
-9%	7%	9%	0	-2%	-24%	-6%	10%[57.1 µM]	-4%	Cc1nn(CC(=O)NCc2cccnc2)c(=O)c2ccccc12
-6%	2%	-3%	4	0%	-22%	11%	-9%	4%	O=[N+]([O-])c1ccc(N2CCCCCC2)c(S(=O)(=O)N2CCCCC2)c1
18%	-4%	0%	5	2%	29%	-1%	-5%	4%	O=C(COC(=O)/C=C/c1ccc(S(=O)(=O)N2CCOCC2)cc1)NC1CCCCCCC1
?	0%	-25%	4	-1%	-15%	10%	-4%	3%	COc1ccc(/C=C/C(=O)OCC(=O)NC2CCCCCC2)cc1OC
7%[57.1 µM]	?	-10%	-3	-17%	51%[activator]	2%	8%[57.1 µM]	-3%	O=C(Cn1cc2c(n1)CCCCC2)N1CCc2ccccc2C1
14%	2%	-3%	3	0%	14%	15%	2%	-5%	CCOC(=O)c1c(-c2ccc(C)cc2C)csc1NC(=O)c1ccccc1Cl
20%	-9%	-2%	1	3%	-2%	15%	1%	-5%	CCN(CC)CCCNC(=O)Cn1cnc2sc(C)c(S(=O)(=O)N3CCC(C)CC3)c2c1=O
4%[57.1 µM]	-18%	2%	2	-3%	46%[activator]	-2%	50%[activator][57.1 µM]	9%	CC(=O)Nc1cc2c3c(cccc3c1)-c1ccccc1-2
-7%	-14%	-3%	2	1%	9%	8%	-6%	0%	Cc1ccccc1CCNC(=O)c1ccc(Cl)c(S(=O)(=O)N2CC(C)OC(C)C2)c1 (centres undefined)
-3%	3%	7%	-1	2%	21%	12%	-1%	3%	O=C(NCCS(=O)(=O)NCc1ccc2c(c1)OCO2)c1ccccc1
16%	-20%	-4%	3	-5%	25%	15%	-1%	5%	NC(=O)c1ccccc1OCC(=O)Nc1ccc2c(c1)CCC2
79µM*	-30%	-7%	-2	5%	15%	-10%	-6%	?	Cc1nc2c(-c3ccc(F)cc3)c(C)nn2c(C)c1CCC(=O)NC(C)CCc1ccco1 (centres undefined)
2%	-8%	/	-1	6%	121%[activator]	1%	-10%	/	CCOc1ccccc1NC(=O)Cc1csc(COc2cccc(C)c2)n1
21%[57.1 µM]	2%	-5%	-1	9%	9%	6%	14%[57.1 µM]	6%	COc1ccc(CNC(=O)C2CC(=O)N(c3ccc(OCC(=O)N4CCCCC4)cc3)C2)cc1 (centres undefined)
22%	-25%	-1%	2	7%	58%[activator]	0%	9%	-6%	COc1ccccc1-c1sc2ccccc2c1-c1ccccc1OC

3 records picked at random from those above, as already listed:
TrxR1 inh	USP1-UAF1 inh	Tb PGK inh	PI4K2A inh	Pin1 inh	HP1b chromo inh	GLS inhibitor	TrxR1 substrate	mIDH1 inhibitor	structure
7%[57.1 µM]	?	-10%	-3	-17%	51%[activator]	2%	8%[57.1 µM]	-3%	O=C(Cn1cc2c(n1)CCCCC2)N1CCc2ccccc2C1
?	0%	-25%	4	-1%	-15%	10%	-4%	3%	COc1ccc(/C=C/C(=O)OCC(=O)NC2CCCCCC2)cc1OC
-9%	7%	9%	0	-2%	-24%	-6%	10%[57.1 µM]	-4%	Cc1nn(CC(=O)NCc2cccnc2)c(=O)c2ccccc12

(continued)
TrxR1 inh	USP1-UAF1 inh	Tb PGK inh	PI4K2A inh	Pin1 inh	HP1b chromo inh	GLS inhibitor	TrxR1 substrate	mIDH1 inhibitor	structure
-1%	-5%	2%	0	4%	21%	14%	2%	-5%	COc1ccc(CN(C)C(=O)C2CC(=O)N(c3ccc4c(c3)OCCO4)C2)c(OC)c1 (centres undefined)
30%	-25%	i	0	-9%	-4%	5%	12%	0%	COc1ccc(C(C(=O)NC2CCCC2)N(C(=O)c2ccco2)c2ccccc2C(C)=O)cc1OC (centres undefined)
8%[57.1 µM]	-22%	-8%	-3	-6%	51%[activator]	-8%	-2%[57.1 µM]	-2%	COc1cccc(C(=O)N2CCN(c3ccccn3)CC2)c1
-14%	-15%	-6%	-2	0%	41%[activator]	1%	-9%	-1%[38.3 µM]	Cc1ccc(SC[C@H](CC(C)C)N2CCN(C)CCC2=O)cc1
-7%	22%	6%	1	-2%	14%	10%	2%	5%	COc1ccc(N(C(=O)COc2ccccc2)C2C=CS(=O)(=O)C2)cc1 (centres undefined)
14%	-25%	-1%	2	3%	-10%	-8%	4%	22%	Cc1cccc(NC(=O)c2ccc(C(=O)Nc3cccc(C)c3C)cc2)c1C
19%	-17%	-1%	3	4%	37%	3%	11%	2%	Cc1ccccc1C(=O)NC1CCN(Cc2nnnn2Cc2ccccc2)CC1
?	-8%	1%	-2	-6%	23%	0%	6%[57.1 µM]	-4%	O=c1cc(-c2ccccc2Cl)c2c([nH]1)CCC2
-35%	-15%	/	1	1%	10%	4%	-9%	3%	O=C1CC(c2ccccc2)CC(O)=C1C=NCc1ccco1 (centres undefined)
-48%	?	i	0	-1%	0%	-11%	-15%[57.1 µM]	4%	O=C(Nc1cccc(C(=O)O)c1)/C(=C\c1ccc2c(c1)OCO2)NC(=O)c1ccc(Br)o1
?	-10%	4%	-3	-9%	26%	5%	-7%	2%	Cc1cccc(C(=O)N(Cc2ccc(C)o2)C2CCS(=O)(=O)C2)c1 (centres undefined)
4%[57.1 µM]	1%	1%	4	-1%	13%	17%	5%[57.1 µM]	-1%	CC(C)C(NS(=O)(=O)c1ccc(Br)s1)C(=O)O (centres undefined)
-19%[57.1 µM]	4%	5%	-4	2%	8%	2%	-9%[57.1 µM]	-10%	OCc1cccc(Nc2ncnc3sc4c(c23)CCCCC4)c1
3%	-17%	i	4	-10%	36%	0%	-6%	7%	Cc1ccccc1OCCC(=O)OCC(=O)NC1CC1
12%	-10%	-4%	-2	-5%	21%	20%	159%[activator]	1%	O=C1c2ccccc2NC(c2ccncc2)N1c1ccccn1 (centres undefined)
7%[57.1 µM]	2%	-1%	6	-5%	16%	-3%	7%[57.1 µM]	1%	CC(=O)N=c1sc2ccccc2n1C
22%	-4%	-6%	0	3%	29%	7%	6%	-3%	N/C(=N\OC(=O)c1ccc(OCC(F)(F)F)nc1)c1ccc(Cl)cc1
35%	-14%&1%	0%	1&3	-6%&-2%	44%&24%[activator]	-10%&1%	1%	0%&-4%	O=C(CN1C(=O)CSc2ccc(S(=O)(=O)N3CCOCC3)cc21)NCCCN1CCCCC1
-10%	-3%	-4%	13	-4%	26%	19%	2%	-6%	N#Cc1nc(COc2ccc(F)cc2)oc1NCCN1CCOCC1
7%	-11%	-12%	-1	-10%	38%	-11%	-6%	0%	CCC(=O)Nc1ccc(C)cc1-c1nc2ccccc2n(Cc2ccccc2)c1=O
5%[11.4 µM]	-8%	-6%	1	-5%	18%	-28%	4%[11.4 µM]	5%	Cc1ccc(OCC(=O)O)c(O)c1
18%[57.1 µM]	-2%	i	5	1%	13%	9%	-3%[57.1 µM]	0%	CC(=O)Nc1ccc(S(=O)(=O)NCC(=O)NNC(=O)COc2ccccc2Cl)cc1
-4%	-17%	-4%	-1	4%	31%	-1%	-6%	9%	CCn1cc(SCC(=O)NC2CCCC2)c2ccccc21
15%	-8%	4%	1	4%	9%	68%[activator]	11%	4%	O=C(/C=N\O)NCCCNCc1ccccc1
14%	-20%	i	-1	6%	65%[activator]	-2%	7%	7%	COc1ccc(NC(=O)CN(C)C(=O)c2ccc(C)c(S(=O)(=O)N3CCCCC3)c2)cc1
-18%	-1%	i	-2	7%	11%	0%	69%[activator]	2%	Cc1ccc(-c2cc3cccc[n+]3cc2-c2ccc(C)cc2)cc1
2%	-20%	i	-2	4%	47%[activator]	9%	0%	0%	COc1ccc(OC)c(S(=O)(=O)N/N=C(/C)c2c[nH]c3ccccc23)c1
8%[57.1 µM]	?	i	-3	4%	6%	-15%	1%[57.1 µM]	0%	COc1cc2c(cc1OC)n(Cc1ccc([N+](=O)[O-])cc1)c(=O)n1nc(-c3ccccc3)nc21

Bioassay records from PubChem BioAssay.

Only part of the results is shown; count on the stated rates, not on these rows.
